Screening data deposited in PubChem BioAssay by Johns Hopkins Ion Channel Center.
KCNK3 block = human KCNK3 channel inhibition, primary screen; B-score at 10 µM; CHO-KCNK3 thallium flux, FluxOR fluorescence; stronger effect = lower value; O14649; 0.84% of 340,000 active;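 active means B-score under library mean minus 4 SD, starting fluorescence ratio at most library mean plus 5 SD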;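 further: more negative B-score means stronger inhibition of thallium flux through KCNK3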
Target sequence (O14649 whole entry, looked up): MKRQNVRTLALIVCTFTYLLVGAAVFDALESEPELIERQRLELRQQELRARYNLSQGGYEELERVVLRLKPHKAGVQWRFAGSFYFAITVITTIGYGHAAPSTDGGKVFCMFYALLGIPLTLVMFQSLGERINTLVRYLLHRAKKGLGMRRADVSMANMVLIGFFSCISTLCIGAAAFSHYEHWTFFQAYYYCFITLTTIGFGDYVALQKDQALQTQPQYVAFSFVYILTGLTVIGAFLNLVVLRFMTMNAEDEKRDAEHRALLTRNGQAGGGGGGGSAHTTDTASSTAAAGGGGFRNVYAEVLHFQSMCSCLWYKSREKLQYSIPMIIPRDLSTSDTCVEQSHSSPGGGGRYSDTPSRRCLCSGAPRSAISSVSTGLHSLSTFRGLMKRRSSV
ANO1 activ = mouse TMEM16A channel activation, primary screen; Q8BHY3; HEK293 TMEM16A/YFP-H148Q/I152L, iodide quench fluorescence; stronger effect = lower value; B-score at 10 µM; 0.3% of 340,000 active; AID 623877;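 active means fluorescence-ratio B-score plate-corrected deviation score at least 3 library SD below zero, with starting fluorescence score within 5 deviations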;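 further: channel opened by trigger with iodide after compound preincubation; score built on the fluorescence ratio of max minus min over baseline; more negative score means more quench and so TMEM16A activation or potentiation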
Calls only; i = inactive.

Order of results – KCNK3 block | ANO1 activ
O=C1C2C3CCC(O3)C2C(=O)N1c1cc(OCC(F)F)cc([N+](=O)[O-])c1 (stereo not drawn)
→ i | i
CCCCN(C(=O)c1cc(S(=O)(=O)N2CCOCC2)ccc1F)c1c(N)n(CCCC)c(=O)[nH]c1=O
→ i | i
O=C(C(=O)c1cc(Br)ccc1O)c1cc(Br)ccc1O
→ i | i
CC(=O)OCC1=C(C(=O)O)N2C(=O)[C@@H](NC(=O)Cc3ccccc3)[C@H]2SC1
→ i | i
C=CCOc1ccc(/C=C/C(=O)OCC(=O)N2CCN(S(=O)(=O)c3ccc(C)cc3C)CC2)cc1
→ i | i
Cc1ccc(C(=O)OCC(=O)c2c[nH]c3ccccc23)cc1S(=O)(=O)N1CCOCC1
→ i | i
CC(NC(=O)COC(=O)c1ccc(Br)o1)c1ccccc1 (stereo not drawn)
→ i | i
COc1cccc(C(=O)NCC(=O)N2CCN(c3ccc(C(F)(F)F)cn3)CC2)c1
→ i | i
Cc1cccc(CC2(O)C(=O)Nc3ccccc32)n1 (stereo not drawn)
→ i | i
COC1=NC(=C(c2ccccc2)c2ccccc2)OC1=O
→ i | i
COC1=C(Nc2ccccc2)C(=O)C(OC)=C(Nc2ccccc2)C1=O
→ i | i
COc1ccc(CCN2CC(C(=O)OCC(=O)NC(Cc3ccccc3)C(C)=O)CC2=O)cc1OC (stereo not drawn)
→ i | i
CCN1/C(=C2/OC(=S)N(C)C2=O)Sc2ccccc21
→ i | i
CCN(CC)CCC(=O)N1C/C(=C/c2ccccc2)C(=O)/C(=C\c2ccccc2)C1
→ i | i
CC(=O)Nc1cc2c(cc1Cl)-c1ccc(F)cc1C2O (stereo not drawn)
→ i | i
COc1ccc(NC(=O)CN2C(=O)NC3(CCCCCCC3)C2=O)cc1
→ i | i
O=C(Oc1cccc2c(O)cccc12)c1ccccc1Cl
→ i | i
CCN1C[C@@H]2[C@@H]3C(=O)N(C)C(=O)[C@@H]3[C@](CC)(C1=O)N2C(=O)c1ccccc1
→ i | i
Cc1cc(OC(=O)c2ccco2)c(Sc2ccccc2[N+](=O)[O-])c(=O)o1
→ i | i
Cc1ccc(NC(=O)OC(C)N2CCCCC2)cc1NC(=O)OC(C)N1CCCCC1 (stereo not drawn)
→ i | i

The results go on.
Order of results – KCNK3 block | ANO1 activ
COc1ccc(C(=O)N2CCN(c3ccccc3)CC2)cc1S(=O)(=O)NC1CC1
→ i | i
COc1cc(C2c3cc4c(cc3C(O)C3COC(=O)C23)OCO4)cc(OC)c1OC (stereo not drawn)
→ i | i
C#CCOCCOCCOCCNc1nc(N2CCN(C(=O)Cn3cc(CC(C)O)nn3)CC2)nc(N2CCN(C(=O)[C@H]([C@@H](C)O)n3cc(CCCCN)nn3)CC2)n1 (stereo partly drawn)
→ i | i
COc1ccc(NC(=O)COC(=O)c2ccc(S(=O)(=O)N3CCCCCC3)cc2)c(OC)c1
→ i | i
CC1(C)Oc2c(ccc(O)c2CN2CCOCC2)C2=C1CCCC2
→ i | i
O=C(Nc1cccc2ccccc12)c1ccc(Br)o1
→ i | i
COc1cc(C2CC(=O)Oc3ccc(C(C)(C)C)cc32)cc(OC)c1OC (stereo not drawn)
→ i | i
Cc1cc2ccccn2c1C(=O)c1ccc(N/N=C/c2ccc(C(=O)O)cc2)c([N+](=O)[O-])c1
→ i | i
CC(=O)Nc1cc(C)ns1
→ i | i
O=C1c2ccccc2[C@@H]2C[C@H](NC34CC5CC(CC(C5)C3)C4)[C@@H](O)CCN12
→ i | i
CCOC(=O)C1CCCCN1C(=O)c1cc2ccc(OC)cc2c2cc(OC)c(OC)cc12 (stereo not drawn)
→ i | i
O=C(COC(=O)COc1ccccc1F)NCCc1ccc(F)cc1
→ i | i
CC(=O)N1c2ccc(C)cc2Sc2c1ccc1ccccc21
→ i | i
CCCCn1c(N)c(N(Cc2ccccc2)C(=O)COc2ccccc2F)c(=O)[nH]c1=O
→ i | i
COc1cccc2c1C(=O)c1c(O)c3c(c(O)c1C2=O)C[C@@](O)(C(=O)CO)C[C@@H]3OC1CC(N)C(O)C(C)O1 (stereo partly drawn)
→ i | i
CCCN1Cc2cccc(C(=O)Nc3ccc(S(=O)(=O)N4CCCCCC4)cc3)c2C1=O
→ i | i
CC(C)Cn1cnc2c(SCCc3ccccc3)nc(N)nc21
→ i | i
CCc1ccc(CN(C)C(=O)C2=CC=CN3CCS(=O)(=O)N=C23)cc1
→ i | i
COc1ccc(CC(=O)Nc2cc(S(=O)(=O)N3CCOCC3)ccc2N2CCOCC2)cc1OC
→ i | i
CCOC(=O)C1=CN(Cc2ccco2)S(=O)(=O)N(CC)C1c1ccc(C(F)(F)F)cc1 (stereo not drawn)
→ i | i

(more compounds)
Order of results – KCNK3 block | ANO1 activ
Cc1ccccc1NC(=O)COC(=O)c1ccc2c(c1)OCCO2
→ i | i
O=C(O)/C(=C/c1ccc(Cl)c([N+](=O)[O-])c1)c1ccc(S(=O)(=O)N2CCCCC2)s1
→ i | i
O=C(NCC1CCCO1)c1ccc(S(=O)(=O)Nc2ccc(F)cc2)cc1 (stereo not drawn)
→ i | i
Cc1ccc2c(c1)N(CC(=O)Nc1ccccc1F)C(=O)C(C)O2 (stereo not drawn)
→ i | i
CN1CC(=O)N(CC(=O)Nc2ccc(N3CCOCC3)cc2)C1=O
→ i | i
O=C(O)C1CCCCC1C(=O)Nc1ccc(S(=O)(=O)N2CCOCC2)cc1 (stereo not drawn)
→ i | i
O=C(Nc1ccccc1)OCCN1CCOCC1
→ i | i
CC1CCc2c(ccc3ccccc23)C1=O (stereo not drawn)
→ i | i
CC1CCc2sc(C(=O)NCC3CCCO3)cc2C1 (stereo not drawn)
→ i | i
CCN1CCN(c2ccc(S(=O)(=O)N3CCOCC3)cc2NC(=O)CC(NC(C)=O)c2ccccc2)CC1 (stereo not drawn)
→ i | i
O=C1C2CCC(C2)C1CN1CCOCC1 (stereo not drawn)
→ i | i
OC(COc1ccccc1)CN1CCCCC1 (stereo not drawn)
→ i | i
O=S(=O)(O)c1cc(O)c2ccc(Nc3ccccc3)cc2c1
→ i | i
Cc1ccsc1C(=O)OCC(=O)NC1CCCC1
→ i | i
N#Cc1ccc(C(=O)OCC(=O)Nc2cccnc2Cl)cc1
→ i | i
CCOc1cc(C(=O)Nc2ccc(C(=O)NCCN(CC)CC)cc2)ccc1OCC(=O)N1CCOCC1
→ i | i
N#Cc1ccccc1S(=O)(=O)N1CCN(C(=O)c2cccc(S(=O)(=O)N3CCCC3)c2)CC1
→ i | i
Cc1cccc[n+]1CC(=O)c1ccc([N+](=O)[O-])cc1
→ i | i
NC(C(=O)O)C1ON=C(Cl)C1O (stereo not drawn)
→ i | i
Cc1ccc(S(=O)(=O)CCC(=O)OCc2nnc(-c3ccc([N+](=O)[O-])cc3)o2)cc1
→ i | i

The list goes on:
Order of results – KCNK3 block | ANO1 activ
COC(=O)C1(NC(=O)CNC(=O)OCc2ccccc2)CCCC1
→ i | i
CCOC(=O)C1=CN(Cc2cccc(F)c2)S(=O)(=O)N(C)C1c1ccc2ccccc2c1 (stereo not drawn)
→ i | i
CCN1CCN(c2ccc(S(=O)(=O)N3CCCCC3)cc2NC(=O)CCNC(C)=O)CC1
→ i | i
CCOCc1c(C(=O)OCC(=O)NCc2ccc(F)cc2)oc2ccccc12
→ i | i
CC12C=CC(=O)C=C1C(F)CC1C3CCC(O)(C(=O)CO)C3(C)CC(O)C12F (stereo not drawn)
→ i | i
COc1cc2c(cc1OC)CN(C(=O)CCNC(=O)c1ccc(Br)cc1)CC2
→ i | i
COc1cccc2c1C(=O)c1c(O)c3c(c(O)c1C2=O)CC(O)(C(C)=O)CC3OC1CC(O)C(O)C(C)O1 (stereo not drawn)
→ i | i
Cc1ccccc1-n1nc(C)c2cc(C(=O)N3CCN(S(=O)(=O)c4ccccc4)CC3)sc21
→ i | i
CC(C)O/C(=N/S(=O)(=O)c1ccc(Cl)cc1)c1ccccc1
→ i | i
CCNC(=O)CSc1nnc(-c2cccc(S(=O)(=O)N3CCOCC3)c2)o1
→ i | i
COc1cccc(CNC(=O)COC(=O)c2cccc(S(=O)(=O)N3CCCC3)c2)c1
→ i | i
O=C(C(Br)=Cc1ccccc1)c1ccccc1
→ i | i
COc1ccc(S(=O)(=O)N2CCOCC2)cc1C(=O)N(C)Cc1ccccc1F
→ i | i
Cc1ccc(C(=O)OCC(=O)Nc2ccc(Cl)cn2)cc1S(=O)(=O)N1CCOCC1
→ i | i
CN(C(=O)c1cc(Cl)c2c(c1)OCCO2)c1c(N)n(Cc2ccccc2)c(=O)[nH]c1=O
→ i | i
O=C(COC(=O)c1ccccc1O)NNC(=O)c1ccc(Br)cc1
→ i | i
CCC(C)Cn1cnc2c(SCc3ccccc3F)nc(N)nc21 (stereo not drawn)
→ i | i
O=C(Nc1ccccc1)N1CCN(c2ccccc2)CC1
→ i | i
COc1ccccc1S(=O)(=O)N1CCn2cccc2C1C (stereo not drawn)
→ i | i
COc1ccc(C)cc1N1CC(C(=O)OCc2nc(N)nc(Nc3ccccc3C)n2)CC1=O (stereo not drawn)
→ i | i

The list goes on.
Order of results – KCNK3 block | ANO1 activ
CC(=O)NC1=CC(=C[N+](=O)[O-])C=C1O
→ i | i
COc1ccc(OCCC(=O)Nc2cc3c(cc2C(=O)O)OCCCO3)cc1
→ i | i
CCOC(=O)C1CC(CN2C(=O)c3ccccc3C2=O)OC1=O (stereo not drawn)
→ i | i
COc1ccc(-c2oc3cc(OC(C)=O)cc(OC(C)=O)c3c(=O)c2OC)cc1
→ i | i
O=c1[nH]c(SCc2nc3c(cnn3-c3ccccc3)c(=O)[nH]2)nc2ccccc12
→ i | i
O=C(Nc1cccc(S(=O)(=O)N2CCOCC2)c1)C1CCCCN1S(=O)(=O)c1ccccc1 (stereo not drawn)
→ i | i
Oc1ccc(Cl)cc1C=NN1CCCCCC1
→ i | i
O=C(NCc1ccco1)c1ccc(C(=O)NCc2ccco2)cc1
→ i | i
CC1CC(C(O)c2ccccn2)C(=O)C(C(O)c2ccccn2)C1 (stereo not drawn)
→ i | i
CCCN(C(=O)COC(=O)c1nc2nccc(C)n2n1)C1CCS(=O)(=O)C1 (stereo not drawn)
→ i | i
NC1=NN(c2ccccc2)C(=O)C1
→ i | i
COc1ccc(C(=O)NCCCn2nc(C)cc2C)cc1S(=O)(=O)N1CCOCC1
→ i | i
Cc1ccccc1N=C1C(=O)Nc2ccccc21
→ i | i
CCOC(=O)c1cc(C(=O)NNC(=O)c2cccc([N+](=O)[O-])c2)c(C)nc1C
→ i | i
Oc1ccccc1-c1n[nH]c(-c2ccccc2O)n1
→ i | i
CCN(CC(=O)Nc1c(F)cccc1F)C(=O)c1cccc(S(=O)(=O)N2CCCc3ccccc32)c1
→ i | i
N#CC1(NC(=O)COC(=O)C2CCN(S(=O)(=O)c3ccc4c(c3)OCCO4)CC2)CCCCC1
→ i | i
CCc1cccc(NC(=O)COC(=O)c2cc(=O)c3ccccc3o2)c1
→ i | i
Cc1nnc(SCC2=C(C(=O)O)N3C(=O)C(NC(=O)COc4ccccc4)C3SC2)s1 (stereo not drawn)
→ i | i
CC(=O)Nc1ccc(S(=O)(=O)NCCC(=O)NC2CCCCCC2)cc1
→ i | i

Whole records, looked up by structure. Values in the order: KCNK3 block | ANO1 activ
Profile of O=C1C2CCC(C2)C1CN1CCOCC1 (stereo not drawn) → i | i
Profile of O=C(Oc1cccc2c(O)cccc12)c1ccccc1Cl → i | i

The list goes on.
Order of results – KCNK3 block | ANO1 activ
CCOc1ccc(C(=O)NCC(=O)OCC(=O)N(C)CC(=O)Nc2ccccc2CC)cc1OCC
→ i | i
CC12CCC3(CC1CCC1OC12)OCCO3 (stereo not drawn)
→ i | i
Cc1ccc(S(=O)(=O)NCC(=O)OC(C)C(=O)NCc2ccc3c(c2)OCO3)cc1 (stereo not drawn)
→ i | i
O=C(CC(c1ccccc1)C1CCCCC1=O)c1ccccc1 (stereo not drawn)
→ i | i
Cc1ccc(C)c(NC(=O)C(c2ccccc2)N2CCN(CC(=O)NC3CC3)CC2)c1 (stereo not drawn)
→ i | i
CCC1CCC2(CC1)NC(=O)N(CC(=O)Nc1ccc(OC)cc1)C2=O (stereo not drawn)
→ i | i
O=S(=O)(O)c1cc(O)c2cc(Nc3ccccc3)ccc2c1
→ i | i
N#CC(=C1C=CC(=NO)C(Cl)=C1)c1ccc(Cl)cc1
→ i | i
C=C(C)COc1ccc2c(c1)CCC1C2CCC2(C)C(=O)C(=NO)CC12 (stereo not drawn)
→ i | i
CN(Cc1ccco1)C(=O)CSc1nc(C2CC2)n(-c2ccccc2)n1
→ i | i
COC(=O)c1ccc2nc3c(cc2c1)[C@@H]1CCN2C(=O)CCC[C@H](C3)[C@H]12
→ i | i
CCCCN(C)S(=O)(=O)c1cc2c(cc1Br)CCN2C(=O)C1CC1
→ i | i
Cc1ccc(S(=O)(=O)N2CCCCC2)cc1C(=O)N1CCN(CCO)CC1
→ i | i
O=C(NCC(c1cccs1)N1CCOCC1)C1CCN(S(=O)(=O)c2cc(Cl)ccc2Cl)CC1 (stereo not drawn)
→ i | i

Random excerpt: 6 records from the list
Order of results – KCNK3 block | ANO1 activ
Cc1ccc(S(=O)(=O)N2CCCCC2)cc1C(=O)N1CCN(CCO)CC1
→ i | i
CCC1CCC2(CC1)NC(=O)N(CC(=O)Nc1ccc(OC)cc1)C2=O (stereo not drawn)
→ i | i
CCCCN(C)S(=O)(=O)c1cc2c(cc1Br)CCN2C(=O)C1CC1
→ i | i
N#CC(=C1C=CC(=NO)C(Cl)=C1)c1ccc(Cl)cc1
→ i | i
O=S(=O)(O)c1cc(O)c2cc(Nc3ccccc3)ccc2c1
→ i | i
COC(=O)c1ccc2nc3c(cc2c1)[C@@H]1CCN2C(=O)CCC[C@H](C3)[C@H]12
→ i | i

Some of the compounds tested (hit frequency here may not be typical).
